# Screening results: PubChem, Sanford-Burnham Center for Chemical Genomics
# NR3A LBD binder: modulates the human NR3A ligand-binding domain; AID 1259313; Tm shift relative to glycine control, % at 25 µM; hit rate 2.5% among 340,000; NR3A LBD differential scanning fluorimetry, Tm shift; 0% = protein alone, 100% = glycine-bound protein;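 active = melting temperature shift of at least 10% of the positive control shift, at one fixed dose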
# hIAP activ: human IAP activation; P09923; purified human IAP, CDP-Star luminescence, 30 min; active compounds read high; 1 = vehicle-only enzyme, 0 = enzyme-free background; activation factor at 10 µM; hit rate 0.16% among 330,000;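 active = activation factor of the enzyme at least 2-fold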; note: the source names both 10 and 20 µM as test concentration; values of inactives mirror those of a sister screen read the other way
# ATG4B inhibitor: inhibitors of human ATG4B cysteine protease. Q9Y4P1. hit rate 0.51% among 340,000. ATG4B cleavage of LC3-PLA2, NBD-HPC fluorescence, 1 h. inhibition, % at 8.33 µM; in the data active = inhibition above about 40%
# PfGluPho inh: PfG6PD (Plasmodium falciparum) enzyme inhibition. inhibition, % at 20 µM. PfGluPho enzyme, NADPH resazurin-diaphorase fluorescence. AID 504690. hit rate 0.78% among 350,000;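 active = inhibition reaching at least a set limit at 20 µM in the primary screen, cut at about 59% in these data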;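 note: 0% = DMSO wells with substrate and 100% = DMSO wells lacking glucose-6-phosphate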
# SENP6 inh: inhibitors of human SENP6 protease. hit rate 1.8% among 330,000. inhibition, % at 10 µM. Q9GZR1. Recombinant SENP6 catalytic domain, aminoluciferin luminescence;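 active = inhibition above about 50% at the single tested dose, limit read from the data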;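 note: plate controls were DMSO wells with enzyme for no effect and DMSO wells lacking enzyme for full effect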
# Target sequence (Q9GZR1 628-1112 limits assumed): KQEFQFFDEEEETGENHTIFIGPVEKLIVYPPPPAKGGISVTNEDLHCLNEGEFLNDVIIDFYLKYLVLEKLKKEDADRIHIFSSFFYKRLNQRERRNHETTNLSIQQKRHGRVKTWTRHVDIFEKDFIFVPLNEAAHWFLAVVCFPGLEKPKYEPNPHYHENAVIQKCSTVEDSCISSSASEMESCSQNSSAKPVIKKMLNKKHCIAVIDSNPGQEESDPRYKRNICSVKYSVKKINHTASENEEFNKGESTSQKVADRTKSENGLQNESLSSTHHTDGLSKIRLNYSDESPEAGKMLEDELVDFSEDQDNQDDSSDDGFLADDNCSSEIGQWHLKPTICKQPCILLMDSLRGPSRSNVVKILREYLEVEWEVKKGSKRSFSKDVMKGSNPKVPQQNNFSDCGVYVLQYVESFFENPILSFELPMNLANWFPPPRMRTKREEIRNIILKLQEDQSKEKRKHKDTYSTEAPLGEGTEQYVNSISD
# SENP1 inh: blocks the human SENP1 SUMO protease catalytic domain; recombinant SENP1 catalytic domain, CyPet-SUMO1-YPet FRET cleavage; inhibition, % at 10 µM; hit rate 0.21% among 360,000;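 active = inhibition at least 30% at 10 µM, raw YFP signal under a set limit, fluorescence ratio 0.5 to 1.5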;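 note: 0% = enzyme with DMSO and 100% = no enzyme wells; some results filed as inactive read as strong as hits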
# Target sequence (Q9P0U3 419-644 limits assumed): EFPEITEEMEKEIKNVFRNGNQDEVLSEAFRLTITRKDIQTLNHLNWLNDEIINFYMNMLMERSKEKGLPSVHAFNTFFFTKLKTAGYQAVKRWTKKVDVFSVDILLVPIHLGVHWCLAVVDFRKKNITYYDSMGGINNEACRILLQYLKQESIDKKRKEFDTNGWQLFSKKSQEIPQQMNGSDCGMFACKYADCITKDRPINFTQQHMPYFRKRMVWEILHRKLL
#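 Assay system – human recombinant His6-tagged SENP1 catalytic domain enzyme · Input – SENP1 enzyme, 20 pM final · Buffer or medium – Tris pH 8 buffer plus EDTA, NaCl, BME, BSA, NP40, catalase · Schedule – 50 min reaction at room temperature · Technique – FRET read of cyan and yellow fluorescence · Control set – no-enzyme wells low, DMSO-plus-enzyme wells high control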
# MPTP inh: permeability transition pore inhibition. hit rate 1.4% among 360,000. AID 602449. inhibition, % at 10 µM. isolated mouse mitochondria, Ca2+ swelling absorbance, 30 min;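 active = inhibition of 50% or more, scaled per plate between neutral and stimulator controls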;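 note: 0% = DMSO wells given calcium and 100% = 1 mM EGTA wells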
# SENP8 block: blocks human SENP8 cleavage of Nedd8 substrate. Q96LD8. recombinant SENP8, Nedd8 substrate fluorescence. inhibition, % at 20 µM. hit rate 0.64% among 360,000; in the data active = inhibition mostly above about 40%, no sharp cut-off; inactive = mostly below about 27%
# Target sequence (Q96LD8 whole entry, looked up): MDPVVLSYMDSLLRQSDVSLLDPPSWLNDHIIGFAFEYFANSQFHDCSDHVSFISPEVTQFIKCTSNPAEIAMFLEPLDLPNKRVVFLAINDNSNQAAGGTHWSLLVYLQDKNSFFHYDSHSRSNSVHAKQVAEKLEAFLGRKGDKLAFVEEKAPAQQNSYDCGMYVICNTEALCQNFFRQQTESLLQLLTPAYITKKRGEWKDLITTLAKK
# * marks the source's active call; other numbers are inactive results; nt = no result given.
molecule	NR3A LBD binder	hIAP activ	SENP6 inh	MPTP inh	ATG4B inhibitor	SENP8 block	PfGluPho inh	SENP1 inh
Cc1ccc(CN2CCSc3ccc(C(=O)NC4CCN(Cc5ccccc5)CC4)cc32)cc1	-1	0.96	14	2.0	1	-381	-4	2
COc1ccc(C)cc1NC(=O)C(=O)c1cn(CC(=O)N2CCCC2)c2ccccc12	-9	0.87	-11	1.2	1	4	12	0
O=C(COc1ccc(/C=N/NC(=O)c2ccncc2)cc1)Nc1ccccc1	11*	1.1	-2	-0.8	-13	-1	4	-1
COC(=O)c1sc(NC(=O)CSc2nc3cccnc3n2C)nc1C	1	1.1	0	0.3	-7	-2	-4	1
NN=C1c2ccccc2C(=O)C1C(=O)C(c1ccccc1)c1ccccc1 (stereo not drawn)	12*	nt	nt	12	15	-4	-28	22
COCCNC(=O)c1cccc(OC2CCN(Cc3ccc(F)cc3OC)CC2)c1	-2	1	15	0.4	10	6	-10	-1
COc1cccc(CCN2C(=O)C(=O)N([C@@H](CNCc3ccccc3)Cc3ccccc3F)C[C@@H]2C(C)(C)C)c1	-9	0.86	0	nt	-8	nt	7	nt
CC(=O)Nc1cc(N2C(=O)CCC2=O)ccc1Cl	2	1.1	-12	-2.7	-3	8	-12	2
Cc1ccc(-c2csc3ncnc(N4CCN(S(=O)(=O)c5cccs5)CC4)c23)cc1	1	0.92	-8	1.4	-8	0	6	-2
Cc1c(C(=O)N2CCN(c3ccccc3)CC2)oc2c(Cl)cccc12	0	1.1	-19	-1.0	0	-18	1	3
C/C(=N\NC(=O)CSCc1ccccc1Cl)c1cccc(NC(=O)c2ccccc2)c1	-6	1.1	-6	0.7	-8	20	14	3
COCCCNC(=O)Cc1ccc(-n2c(C)nc3cccnc32)cc1	2	0.86	-30	0.2	-4	-42	-4	-6
Cc1cccc(C)c1OCC(=O)Nc1ccncc1	0	0.74	-1	-0.8	6	18	-5	-2
O=C(NC1(C(F)(F)F)NC(=O)N(c2ccc(F)cc2)C1=O)c1ccncc1 (stereo not drawn)	-4	0.91	-5	3.1	-7	1	-4	3
CCCCN(C(=O)CN1C(=O)C2CCCCC2C1=O)c1c(N)n(CCC)c(=O)[nH]c1=O (stereo not drawn)	-2	1.1	-3	-2.7	7	-5	-18	-12

# Three compounds already listed, sorted by the value under hIAP activ, high to low:
Structure	NR3A LBD binder	hIAP activ	SENP6 inh	MPTP inh	ATG4B inhibitor	PfGluPho inh	SENP1 inh
COC(=O)c1sc(NC(=O)CSc2nc3cccnc3n2C)nc1C	1	1.1	0	0.3	-7	-4	1
Cc1ccc(-c2csc3ncnc(N4CCN(S(=O)(=O)c5cccs5)CC4)c23)cc1	1	0.92	-8	1.4	-8	6	-2
COCCCNC(=O)Cc1ccc(-n2c(C)nc3cccnc32)cc1	2	0.86	-30	0.2	-4	-4	-6

# Following part.
molecule	NR3A LBD binder	hIAP activ	SENP6 inh	MPTP inh	ATG4B inhibitor	SENP8 block	PfGluPho inh	SENP1 inh
Cc1cc(C)c(NC(=O)C2CC(=O)N(Cc3ccccc3)C2)c(C)c1 (stereo not drawn)	-3	1	-34	-1.1	2	1	-4	2
CCOC(=O)c1c(NC(=O)CSc2nnc(CNc3ccc(F)cc3)o2)sc(C)c1C	-8	1.1	3	0.8	-6	19	10	1
COc1ccccc1C1(CCNC(C)c2cccs2)CCOC(C(C)C)C1 (stereo not drawn)	2	0.89	-10	2.2	2	22	-11	1
C[C@]1(C(=O)NCc2cc(F)cc(C(F)(F)F)c2)C=C[C@@H](Cc2ccccc2)N1C(=O)c1ccccc1	-6	0.96	-15	0.6	10	6	13	1
O=C(CSc1nnc(C2CC2)n1Cc1ccccc1)N1CCN(S(=O)(=O)c2ccccc2)CC1	-1	0.95	-9	-0.2	-10	-4	7	1
CCN1C(=O)S/C(=C/c2c(OCc3ccc(C(=O)O)cc3)ccc3ccccc23)C1=O	-2	nt	nt	1.5	35	-8	-32	-56
CNC(=S)Nc1ccc(-c2nc3ccc(C)cc3s2)cc1	28*	0.97	74*	1.9	4	-392	42	-59
Cc1ccc(S(=O)(=O)N2CCC[C@H]2C(=O)Nc2ccccc2C)cc1	2	0.86	-11	-1.5	-6	5	3	2
O=C(CN1C(=O)CSC1=O)N1CCc2ccccc2C1	0	1.1	36	0.2	-7	42*	-6	-3
CC(C)CCC(C(=O)O)C(C)CC(=O)NC1CCCCC1 (stereo not drawn)	1	1	-4	-0.2	7	12	-1	0
Cc1cccc(C2c3[nH]c4ccccc4c3CCN2Cc2cnn(-c3ccc(F)cc3)c2)n1 (stereo not drawn)	-2	1.1	3	0.8	17	0	-11	-19
O=C(O)COc1ccc(C=C2SC(=S)N(c3ccccc3)C2=O)cc1	6	nt	nt	-2.0	1	36	-33	-24
COc1ccc(CNC(=O)CCS(=O)(=O)Cc2ccc(C)cc2)c(OC)c1	-1	1	-8	-3.4	-5	27	4	0
O=C(NCc1nnc(SCc2ccccc2)n1-c1ccccc1)C12CC3CC(CC(C3)C1)C2	-1	1.2	-11	-2.1	24	8	-15	1
NC(=O)CSc1nc2scc(-c3ccco3)c2c(=O)n1-c1ccccc1	-1	1	18	0.2	20	-7	26	-8

# (next part)
molecule	NR3A LBD binder	hIAP activ	SENP6 inh	MPTP inh	ATG4B inhibitor	SENP8 block	PfGluPho inh	SENP1 inh
CCOCc1nnc(NC(=O)c2cc(OC)c(OC)cc2[N+](=O)[O-])s1	-1	1.2	-2	-1.0	0	8	-3	-2
O=C(CCN1CCN(c2ccc(F)cc2)CC1)Nc1ccccc1F	-2	0.87	-8	-0.7	-1	18	0	-2
CCNC(=O)CC1C(=O)N(c2ccc(OC)cc2)C(=S)N1CCc1ccncc1 (stereo not drawn)	nt	1.1	10	6.2	nt	-2	nt	2
CCc1ccc(NC(=O)NCC2CCN(c3ccc(OC)cc3)C2)cc1 (stereo not drawn)	-25	1.1	-5	20	-4	-8	46	-3
O=C(NCc1cccnc1)c1ccc([N+](=O)[O-])cc1	0	1.1	-41	0.6	-2	12	9	0
COc1ccc(C(=O)OC(C)C(=O)Nc2cc(C(F)(F)F)ccc2Cl)c(OC)c1OC (stereo not drawn)	4	1.1	-16	5.9	2	6	17	-1
CCCN1C(=O)C2C(C(=O)Nc3cccc(OC)c3)C3C=CC2(O3)C1C(=O)NC1CCCCC1 (stereo not drawn)	3	1.1	-12	0.4	-8	15	1	0
COc1ccc2c(c1)N(C)C(=O)CC(c1ccccc1)=N2	-3	1.3	14	0.4	-4	19	-11	2
O=C(OCc1ccccc1)C1CCN(S(=O)(=O)c2cccs2)CC1	nt	nt	nt	1.2	nt	6	0	2
COc1ccc([N+](=O)[O-])cc1NC(=O)c1ccc(-n2nc(C)cc2C)cc1	5	0.97	16	0.2	0	20	6	1
CC(CC(=O)NCc1ccc(Cl)cc1)S(=O)(=O)c1ccc2c(c1)NC(=O)CO2 (stereo not drawn)	2	1.1	9	1.1	-11	10	6	0
COc1ccc(C(=O)c2sc(Nc3ccccc3)nc2N)cc1	-7	0.85	-5	-0.5	-7	6	-14	-7
COc1ccc(C(=O)N(Cc2ccccc2)c2cccc(C)c2)cc1S(=O)(=O)N1CCOCC1	0	1	-1	-1.1	-7	15	-2	-1
O=C1CSC(=S)N1c1cccc(F)c1	0	1.2	-2	0.5	-9	11	2	-1
O=C(CCCOc1ccccc1)N1CCN(S(=O)(=O)c2cccc(F)c2)CC1	0	0.96	-6	-2.1	-3	19	2	-1

# Later entries.
molecule	NR3A LBD binder	hIAP activ	SENP6 inh	MPTP inh	ATG4B inhibitor	SENP8 block	PfGluPho inh	SENP1 inh
O=C(CN1C(=O)NC(Cc2c[nH]c3ccccc23)C1=O)Nc1ccc(F)c(F)c1F (stereo not drawn)	-7	1.1	-26	0.5	-2	4	14	1
COc1ccc(Cl)cc1C(=O)NN=C1CCCC1	6	1	-13	-0.3	-1	10	-4	3
COCCn1cc(C(=O)c2ccccc2OCC(=O)Nc2cc(C)on2)cc(C#N)c1=O	-2	1.1	-19	-6.1	-2	-44	-17	-24
COC(=O)c1cnn(-c2ccccc2)c1/C=N/NC(=S)Nc1ccccc1	-4	1.1	1	18	7	20	5	2
O=C(COC(=O)CNC(=O)c1ccccc1F)NC1CC1	0	1	5	0.9	1	3	-18	0
NS(=O)(=O)c1ccc(CCNC(=O)CSCc2ccccc2)cc1	-1	1.1	-10	0.5	1	2	-18	1
OCc1ccccc1NC(=S)Nc1cccnc1	0	1.2	2	-1.2	1	5	10	0
O=C(N=c1ccn(-c2nc3ccccc3nc2NS(=O)(=O)c2ccccc2)cc1)c1cccs1	0	1.2	-19	0.1	-22	-299	-20	-28
C=C1CC[C@@H]2[C@](C)(CCC[C@@]2(C)/C=C/[C@@H](O)C(C)(C)O)[C@H]1CC(=O)NCCS(=O)(=O)O	-1	nt	nt	-1.5	-5	-21	10	2
CCn1cc(C2=NCC(C)O2)c2ccccc21 (stereo not drawn)	-2	1	-7	-1.6	-2	4	1	0
CC(C)(C)n1ncc(Oc2ccccc2[N+](=O)[O-])c(Cl)c1=O	-2	1.2	-3	86*	3	21	-1	0
Cc1ccc(CNC(=O)C2CCCN2C(=O)Nc2ccc(F)cc2)cc1 (stereo not drawn)	1	1.1	-4	-0.8	-2	1	2	0
O=C(Nc1ccccc1-c1ccccc1)c1ccccc1[N+](=O)[O-]	-1	0.9	12	0.5	8	16	-18	2
COC(=O)c1ccc(CNC(=O)C2CCC(=O)N(CCN3CCOCC3)C2)cc1 (stereo not drawn)	3	1.2	-3	-0.2	5	2	0	2
COc1cccc(CNC(=O)c2ccc(NC(=O)CC3SC(N4CCCC4)=NC3=O)cc2)c1 (stereo not drawn)	-1	0.96	-8	-1.3	12	-6	-13	-4

# (cont.)
molecule	NR3A LBD binder	hIAP activ	SENP6 inh	MPTP inh	ATG4B inhibitor	SENP8 block	PfGluPho inh	SENP1 inh
Cc1cccc(NC(=S)NCC(c2ccccc2)N(C)C)c1 (stereo not drawn)	0	1	-7	0.2	-8	9	26	0
CCOC(=O)c1c(C)[nH]c(C(=O)Nc2ccc(NC(C)=O)cc2)c1C	-3	1	-2	0.1	0	2	-3	0
Cc1ccc(S(=O)(=O)N2CCCC2CNC(=O)C(=O)NCc2ccc3c(c2)OCO3)cc1 (stereo not drawn)	nt	nt	nt	0.9	nt	-17	2	1
COc1cccc(CNc2ccc([N+](=O)[O-])cc2C)c1	-13	1.1	-15	-3.5	2	25	11	-3
O=C(c1cccc(S(=O)(=O)N2CCCC2)c1)N1CCOCC1	2	0.98	-15	-0.4	-10	7	6	0
Cc1ccc(CNCc2cc3c(C(C)(C)C)nn(-c4ccccc4)c3[nH]c2=O)cc1	-4	1.2	-9	4.7	5	-54	-16	-11
CCNC(=S)NNC(=O)c1ccccn1	1	1.7	-14	-1.2	-4	11	-19	0
Cc1cc(C(=O)Cn2nc(C(=O)O)c3ccccc3c2=O)c(C)n1-c1ccc(OC(F)F)cc1	-1	0.93	-25	-2.4	-9	2	18	-2
O=C1CC(c2ccco2)c2ccc3ccccc3c2N1 (stereo not drawn)	-4	1.2	-12	-0.1	-5	-43	7	0
CCC(=O)Nc1sc2c(c1C(=O)OC)CCN(Cc1ccccc1)C2	-3	0.97	-12	2.5	-11	-8	5	-145
COc1cccc(C2C(C(=O)OC(C)C)=C(C)N=c3s/c(=C\c4ccc(C(=O)O)cc4)c(=O)n32)c1 (stereo not drawn)	-2	0.78	-20	1.0	1	-5	-11	20
O=C(Nc1cccc(Oc2c(F)c(F)c(F)c(F)c2F)c1)N1C[C@@H]2C[C@@H](C1)c1cccc(=O)n1C2	0	1.1	-22	-0.8	-1	8	-8	-2
Cc1cccc(N2CCN(C(=O)C3CCN(S(=O)(=O)c4cnc[nH]4)CC3)CC2)c1C	1	0.98	-13	-0.9	-2	11	-13	2
Cc1ccc(S(=O)(=O)N2CCN(C(=O)CSc3nnc(C)s3)C2)cc1	0	0.88	-10	-2.2	4	-1	-8	2
CC(=O)NCCNC(=O)c1cc(-c2cccc3ccccc23)nc2ccccc12	1	1.3	-10	-0.1	-5	-406	3	-1
